GLS inhibitor – qHTS for Inhibitors of Glutaminase (GLS). Potency, µM (top dose mostly 45.5 µM), for inactives: at the highest dose activity change, negative = inhibition, actives largely listed as inhibitors. hit rate 0.21% among 410,000. Glutaminase kidney isoform, mitochondrial (Homo sapiens), O94925. GLS enzymatic activity, qHTS titration. AID 624170, 2012; further: potency means the concentration at half of the fitted maximal effect; on the % scale 0 is the no-effect control and ±100 the full control effect
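Compounds were pin-transferred onto hKGA, after which L-glutamine (1 mM solution) and a detection mix of glutamate oxidase, HRP and Amplex Red were added. Initial and 30 min RT fluorescence reads were collected.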
TrxR1 inh – qHTS Assay for Inhibitors of Mammalian Selenoprotein Thioredoxin Reductase 1 (TrxR1): qHTS | Potency, µM (titrated, usually from 114 µM), for the others: at the top dose activity change, negative = inhibition, most hits filed as inhibitors | recombinant rTrxR1, NADPH fluorescence consumption, selenite substrate | AID 588453, 2011 | Thioredoxin reductase 1, cytoplasmic (Rattus norvegicus), O89049 | hit rate 1% among 390,000; further: potency means the concentration at half of the fitted maximal effect; on the % scale 0 is the no-effect control and ±100 the full control effect; nearly all actives have a fitted effect of over 65% in size
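Rat TrxR1 (90 nM in the dispensed reagent) was pre-reduced with 400 uM NADPH for 5 min at room temperature, then incubated with compound for 15 min. After 400 uM selenite was added, NADPH fluorescence (Ex 340/Em 450 nm) was followed for 8 min.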
HP1b binding inh – HTS for Inhibitors of HP1-beta Chromodomain Interactions with Methylated Histone Tails. hit rate 0.56% among 390,000. Potency, µM (doses to about 114 µM), for inactives: at the top dose activity change, negative = inhibition, usual class: inhibitors. AID 540317, 2011. AlphaScreen HP1-beta / biotin-H3K9me3 peptide binding; further: potency means the concentration at half of the fitted maximal effect; nearly all actives have a fitted effect of over 70% in size; inactives centre near 23
Target sequence (P83916 whole entry, looked up): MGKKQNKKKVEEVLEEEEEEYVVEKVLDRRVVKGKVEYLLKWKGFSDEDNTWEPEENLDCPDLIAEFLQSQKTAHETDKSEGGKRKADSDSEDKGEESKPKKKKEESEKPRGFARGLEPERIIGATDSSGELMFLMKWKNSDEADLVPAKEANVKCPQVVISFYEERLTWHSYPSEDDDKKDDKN
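Compound inhibition of the preformed complex between 50 nM HP1-beta and 50 nM biotinylated H3K9me3 peptide was read by AlphaScreen. Buffer was PBS pH 7.4 with 0.01% Tween-20. Incubations ran 30 min at room temperature, with 10 ug/mL donor/acceptor beads.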
USP1-UAF1 inh – Inhibitors of USP1/UAF1: Primary Screen | recombinant USP1/UAF1, Ub-Rhodamine cleavage fluorescence | Potency, µM (highest dose often 57.1 µM), for the others: at the highest dose activity change, negative = inhibition, actives largely listed as inhibitors | hit rate 0.23% among 390,000 | AID 743255, 2014; further: potency means the concentration at half of the fitted maximal effect; on the % scale 0 is the no-effect control and ±100 the full control effect; nearly all actives have a fitted effect of over 60% in size; inactives centre near -12
Target sequence (O94782 whole entry, looked up): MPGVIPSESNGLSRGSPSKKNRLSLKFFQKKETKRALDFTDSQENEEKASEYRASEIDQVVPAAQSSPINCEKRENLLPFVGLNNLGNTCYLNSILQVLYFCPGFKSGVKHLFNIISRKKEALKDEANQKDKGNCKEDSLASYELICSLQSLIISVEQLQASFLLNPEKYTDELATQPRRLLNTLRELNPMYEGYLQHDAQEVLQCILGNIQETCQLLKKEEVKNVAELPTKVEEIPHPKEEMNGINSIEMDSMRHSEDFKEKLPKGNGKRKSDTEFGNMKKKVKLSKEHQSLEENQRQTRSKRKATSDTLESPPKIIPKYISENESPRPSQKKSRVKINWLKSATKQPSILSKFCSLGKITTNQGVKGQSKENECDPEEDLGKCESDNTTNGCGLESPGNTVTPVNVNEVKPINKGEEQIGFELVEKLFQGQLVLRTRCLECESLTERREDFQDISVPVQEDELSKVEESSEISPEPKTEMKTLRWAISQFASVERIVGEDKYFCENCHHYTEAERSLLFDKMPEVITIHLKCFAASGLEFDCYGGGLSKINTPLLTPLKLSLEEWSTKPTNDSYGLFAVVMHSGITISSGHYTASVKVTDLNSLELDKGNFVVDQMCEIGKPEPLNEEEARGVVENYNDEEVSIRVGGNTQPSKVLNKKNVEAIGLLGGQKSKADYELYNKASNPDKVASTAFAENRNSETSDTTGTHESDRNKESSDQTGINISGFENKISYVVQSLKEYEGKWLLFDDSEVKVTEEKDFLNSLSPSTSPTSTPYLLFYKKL
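USP1/UAF1 complex at 1 nM was preincubated with compound for 15 min at room temperature, then Ub-Rho substrate (150nM final) was added. Fluorescence (480/540 nm) was read kinetically, 6 reads every 60 seconds.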
Pin1 inh – qHTS Assay to Find Inhibitors of Pin1. Pin1 FP peptide displacement, HiFluor488, 10 min. Potency, µM (series often up to 115 µM), without a hit: at the top dose activity, negative = inhibition, actives largely listed as inhibitors. hit rate 0.009% among 390,000. AID 504891, 2011; active means well fitted inhibition curve with a large enough effect in the polarisation, with a control signal flat, not every such curve was filed as active; inconclusive means small, poorly fitted or top-dose-only effect, or effect the other way, or a change in a side signal; inactive means no such curve, though single readings can be large or run the other way; the % refers to the polarisation; further: potency means the concentration at half of the fitted maximal effect; on the % scale 0 is the no-effect control and ±100 the full control effect
PI4K2A block – qHTS for small molecular inhibitors of PI4K2A. Phosphatidylinositol 4-kinase type 2-alpha (Homo sapiens), Q9BTU6. purified PI4K2A, ADP-Glo luminescence, 1 h; active compounds read low. activity change, negative = inhibition, % at 76.9 µM. hit rate 0.13% among 420,000. AID 1346378, 2018; in the data active means activity change below about -50%; inconclusive means mostly about -30% to -49%;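 further: -100% = wells without enzyme as full effect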
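Compounds are screened against recombinant PI4K2A using PI as substrate and ATP, the latter dispensed at 300 microM. Reactions run one hour at ambient temperature before ADP-Glo detection; full inhibition defined by wells lacking enzyme.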
TrxR1 substrate – qHTS Assay for Substrates of Mammalian Selenoprotein Thioredoxin Reductase 1 (TrxR1): qHTS; AID 588456, 2011; Potency, µM (top dose mostly 114 µM), without a hit: at the top dose activity change, negative = substrate turnover; purified TrxR1 substrate turnover, NADPH consumption readout; Thioredoxin reductase 1, cytoplasmic (Rattus norvegicus), O89049; hit rate 0.01% among 390,000; further: potency means the concentration at half of the fitted maximal effect; on the % scale 0 is the no-effect control and ±100 the full control effect; nearly all actives have a fitted effect of over 50% in size
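Rat TrxR1, dispensed at 90 nM, was prereduced with 400 uM NADPH (final) for 5 min at ~22 deg C, then incubated with compound 15 min before 400 uM selenite. A first-read NADPH fluorescence drop versus no-compound background flagged substrates.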
IDH1 R132H inh – qHTS for Inhibitors of mutant isocitrate dehydrogenase 1 (IDH1): qHTS; IDH1-R132H enzyme, NADPH consumption, diaphorase/resazurin fluorescence; Potency, µM (titrated, usually from 76.6 µM), for inactives: at the highest dose activity change, negative = inhibition, hits mostly inhibitors; hit rate 0.093% among 390,000; AID 602179, 2012; further: potency means the concentration at half of the fitted maximal effect; on the % scale 0 is the no-effect control and ±100 the full control effect; nearly all actives have a fitted effect of over 65% in size
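IDH1-R132H (0.5 ug/mL) preincubated 30 min with compound, then NADPH (0.016 mM) and alpha-KG (2 mM) added; 80 min at RT, pH 7.5. Remaining NADPH coupled via diaphorase/resazurin to fluorescence (540/590 nm); concentration-response curves normalized to no-enzyme control.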
PGK inhibitor – qHTS Assay to Find Inhibitors of Phosphoglycerate Kinase; Phosphoglycerate kinase, glycosomal (Trypanosoma brucei brucei), P07378; PGK/GAPDH coupled, Kinase-Glo luminescence, 60 min; Potency, µM (doses to about 57.5 µM), without a hit: top-dose activity change, negative = inhibition, hits mostly inhibitors; hit rate 0.043% among 380,000; further: potency means the concentration at half of the fitted maximal effect; on the % scale 0 is the no-effect control and ±100 the full control effect; nearly all actives have a fitted effect of over 60% in size
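Luminescent ATP detection (Kinase-Glo Plus) follows a 60-minute room-temperature incubation, with wells lacking PGK as controls. Buffer: 100 mM TEA (pH 7.6), 5 mM MgCl2, 0.01% Tween-20. Coupling enzyme GAPDH (100 nM final) supplies unstable 1,3-BPG in-well.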
Active calls of the source: *; i = inactive; ? = inconclusive; · = no result given; [ ] = dose if it differs, or a comment. Unless noted, the call rests on the fitted dose curve; in most records, active means well fitted curve in the direction sought with a large enough effect; inconclusive means small, poorly fitted or top-dose-only effect, or another doubt; inactive means no such curve, though single readings can be large; an effect the other way counts as inactive or inconclusive. Not all compounds are listed; count on the stated rates, not on these rows.

compound	GLS inhibitor	TrxR1 inh	HP1b binding inh	USP1-UAF1 inh	Pin1 inh	PI4K2A block	TrxR1 substrate	IDH1 R132H inh	PGK inhibitor
Cc1c(CCC(=O)N2CCC(C(=O)NCCCCCC(=O)O)CC2)c(=O)oc2cc3oc4c(c3cc12)CCCC4	-4%	3%	24%	-24%	?	-3	9%	-2%	1%
CCOC(=O)C1CCN(C(=O)CSc2cc(=O)n(C)c3ccccc23)CC1	2%	-18%	11%	-3%	-1%	3	-8%	10%	i
CN(C)c1ccc(C2CNC(c3ccc(Cl)c([N+](=O)[O-])c3)c3[nH]c4ccccc4c32)cc1 (centres undefined)	6%	10%	?	-18%	-10%	2	4%	-1%	2%
CCOC(=O)C1=C(c2ccccc2)c2ccccc2OC1C(=O)OCC (centres undefined)	0%	14%	97%[activator]	?	-2%	-2	-2%	-3%	-6%
CC(=O)c1ccc(NS(=O)(=O)c2ccccc2)cc1	-8%	8%	14%	-10%	4%	-5	2%	10%	-4%
CC(C)(C)C1CCc2c(sc(NC(=O)c3noc4c3CCCC4)c2C#N)C1 (centres undefined)	7%	19%	-5%	-15%	-14%	-6	19%	14%	4%
COCc1cc(C)nc2c1C(=O)NC(c1ccc(F)cc1)N2Cc1ccccc1 (centres undefined)	-6%	-17%[57.1 µM]	4%	?	-12%	-4	-3%[57.1 µM]	-9%	-4%
CCCCC(CC)CNC(=O)c1ncn[nH]1 (centres undefined)	-2%	9%	37%	-11%	-2%	-4	7%	14%	-8%
Cc1ccc2nc(SC(C)C(=O)NC3CCCC3)[nH]c2c1 (centres undefined)	-9%	-10%	33%	-12%	4%	-3	-6%	-4%	-1%
CCCCc1nnc(NC(=O)CSc2nc(=O)cc(N)n2-c2ccccc2)s1	-4%	15%	43%[activator]	-10%	0%	1	2%	0%	i
CCN(CC)CCCN1C(=O)C(=O)/C(=C(/O)c2c(C)nc3ccccn23)C1c1ccc(C)o1 (centres undefined)	-4%	13%	13%[57 µM]	-20%	-3%	2	0%	2%	i
COc1ccc(CCNC(=O)COC(=O)C2CC2)cc1	-4%	23%	42%[activator]	-21%	-2%	1	4%	-3%	7%
C/C=C\C=C\C(=O)Nc1cccc(C2=NOC3(C2)C[C@H](C(N)=O)N(C(=O)c2ccccc2C(=O)c2ccccc2)C3)c1 (some centres undefined)	7%	?	25%	-34%	42%[activator]	-7	5%[57.1 µM]	-8%	-8%
CC1CCN(c2nc3nonc3nc2Nc2ccc(F)cc2)CC1	25%	12%[57.1 µM]	-1%	-9%	-13%	1	1%[57.1 µM]	0%	-4%
O=C1C=C(c2cccc3c2sc2ccccc23)C[C@@H](c2ccc(F)cc2)C1	-2%	35%	-2%	-16%	2%	-3	5%	1%	-12%
Cc1cc(C)nc(NS(=O)(=O)c2ccc(NC(=S)NC(=O)C(C)(C)C)cc2)n1	14%	?	2%	1%	-12%	0	1%	1%	-4%
COc1cc(N2C(=O)CC3(CCCC3)CC2=O)cc(OC)c1OC	7%	-3%[57.1 µM]	-3%	-5%	-3%	0	4%	-2%	-2%
CCc1ccc(-c2cc(C)no2)cc1S(=O)(=O)Nc1ccc(Cl)cc1	9%	0%[57.1 µM]	8%	-17%	-1%	-3	-4%[57.1 µM]	-18%	-1%
CCN(CC)C(=O)c1[nH]cnc1C(=O)Nc1ccc(C)cc1	0%	-36%	19%	1%	-6%	-3	-7%	-5%	-7%
Fc1ccc(Cn2nnnc2CN2CCN(C3CCCC3)CC2)cc1	10%	23%[57.1 µM]	28%	-9%	0%	-4	19%[57.1 µM]	4%	-11%

Grouped by structure: those above with two or more sulfur atoms
compound	GLS inhibitor	TrxR1 inh	HP1b binding inh	USP1-UAF1 inh	Pin1 inh	PI4K2A block	TrxR1 substrate	IDH1 R132H inh	PGK inhibitor
CCCCc1nnc(NC(=O)CSc2nc(=O)cc(N)n2-c2ccccc2)s1	-4%	15%	43%[activator]	-10%	0%	1	2%	0%	i
Cc1cc(C)nc(NS(=O)(=O)c2ccc(NC(=S)NC(=O)C(C)(C)C)cc2)n1	14%	?	2%	1%	-12%	0	1%	1%	-4%

Next structures:
compound	GLS inhibitor	TrxR1 inh	HP1b binding inh	USP1-UAF1 inh	Pin1 inh	PI4K2A block	TrxR1 substrate	IDH1 R132H inh	PGK inhibitor
CCOc1ncccc1C(=O)Nc1nc(C(C)(C)C)cs1	-1%	0%[57.1 µM]	151%[activator]	-18%	0%	-4	16%	9%	-9%
Fc1ccc(CNC(=S)Nc2ccc(OC(F)F)cc2)cc1	6%	-7%	15%	-20%	-8%	6	-1%	-10%	0%
O=C(CN(Cc1ccc(F)cc1)C(=O)C1CSC(=O)C1)NC1CCCCC1 (centres undefined)	2%	21%	23%	-15%	0%	-2	9%	0%	·
COc1ccc(NC(=O)c2ccc(S(=O)(=O)N3CCCCC3)cc2)cc1OC	2%	7%	23%	-15%	0%	6	-6%	7%	-1%
CCN(CC)C(=O)CSc1nc2ncccc2[nH]1	5%	-7%	9%	-7%	-2%	2	-9%	6%	i
O=C(CSc1nc2cc(C(F)(F)F)ccc2n1Cc1ccccc1)NC1CCS(=O)(=O)C1 (centres undefined)	4%	8%[57.1 µM]	15%	-18%	4%	-5	8%[57.1 µM]	3%	-13%
CCOC(=O)C(=O)Nc1ccc(S(=O)(=O)N2CCOCC2)cc1OC	0%	11%[57.1 µM]	5%	1%	-3%	-1	5%[57.1 µM]	-7%	-7%
CCc1cccc(NC(=O)CCc2nc(-c3cccs3)no2)c1	-14%	4%	48%[activator]	-21%	13%	-5	-8%	7%	-6%
N/C(=N\OC(=O)c1ccncc1)c1cccc([N+](=O)[O-])c1	-2%	5%	23%	-13%	1%	2	0%	-4%	7%
Cn1c(N)c(C(=O)COC(=O)COc2cccc(Br)c2)c(=O)n(C)c1=O	-9%	2%	55%[activator]	-14%	-1%	-7	-1%	6%	-2%

Arranged by value in Pin1 inh (largest number first): three of the compounds above
SMILES | Pin1 inh
CCc1cccc(NC(=O)CCc2nc(-c3cccs3)no2)c1 | 13%
COc1ccc(NC(=O)c2ccc(S(=O)(=O)N3CCCCC3)cc2)cc1OC | 0%
Cn1c(N)c(C(=O)COC(=O)COc2cccc(Br)c2)c(=O)n(C)c1=O | -1%

Additional entries follow:
compound	GLS inhibitor	TrxR1 inh	HP1b binding inh	USP1-UAF1 inh	Pin1 inh	PI4K2A block	TrxR1 substrate	IDH1 R132H inh	PGK inhibitor
Cc1c(C(=O)Nc2nccs2)oc2ccccc12	-4%	·	·	-14%	·	-5	·	12%	-2%
CCOC(=O)/C=C/C(=O)NNC(=O)c1ccccc1Cl	-6%	-8%	43%[activator]	-14%	-10%	5	-5%	-1%	i
COC(=O)Nc1ccc2c(c1)N(C(=O)CCN1CCOCC1)c1ccccc1S2	5%	5%	15%	-14%	1%	2	6%	2%	·
O=C(COc1ccc2oc3c(c2c1)CCCC3)Nc1ccccn1	-8%	8%	64%[activator]	-21%	-1%	-13	7%	4%	-10%
O=C(CCCC(=O)c1ccccc1)Nc1ccc(O)cc1	12%	-16%	15%	-2%	7%	-3	-6%	-1%	2%
CCOC(=O)c1c(NC(=S)NNS(=O)(=O)c2ccc(Br)cc2)sc2c1CCCCC2	-2%	?	0%	-7%	-5%	2	-7%	-1%	i
CNc1nc(SC)nc2ccccc12	5%	19%[57.1 µM]	16%	-7%	1%	2	-7%[57.1 µM]	5%	i
Cc1c(C(=O)OCC(=O)Nc2ccc3c(c2)OCO3)cccc1[N+](=O)[O-]	-2%	-1%	-17%	-5%	-8%	2	-9%	8%	-6%
N#CCCC12CCCCC1=Nc1ccccc12 (centres undefined)	3%	-1%	32%	-9%	-4%	-3	2%	3%	4%
COc1ccc(NC(=O)c2ccccc2OCc2ccc(F)cc2)c(OC)c1	-8%	44%[activator][57.1 µM]	18%	-20%	-1%	3	11%[57.1 µM]	2%	2%
N#CC1(c2cccc(Br)c2)C(=O)Nc2ccccc21 (centres undefined)	0%	8%	20%[57 µM]	-4%	?	2	0%	-12%	2%
O=C(O)Cn1cc(C(=O)C2CC2)c2ccccc21	-1%	13%	40%[activator]	-8%	7%	8	-2%	5%	-6%
CCN1CCN(CC(=O)N2CCCC(C(=O)c3ccc(Oc4ccccc4)cc3)C2)CC1 (centres undefined)	1%	9%	14%	-27%	-4%	-2	4%	4%	i
CC(C)Sc1nc2c(c(=O)[nH]c(=O)n2C)n1Cc1ccccc1	-2%	11%[57.1 µM]	32%	-16%	5%	3	-7%	0%	-3%
Cc1ccc(OCC(=O)N2CCOCC2)c([N+](=O)[O-])n1	0%	6%	-2%	-9%	-5%	1	3%	-5%	7%

Source: PubChem
